Source: PubChem BioAssay (National Center for Advancing Translational Sciences (NCATS))
Menin MLL FP TR = qHTS Assay for Inhibitors Targeting the Menin-MLL Interaction in MLL Related Leukemias: Competition With Texas Red Labeled MLL-derived Mutant Peptide; Menin + Texas Red MLL mutant peptide, fluorescence polarization; 270,000 tested, 0.23% active; O00255; AID 1768, 2009; Potency, µM (series often up to 61.6 µM), inactives show top-dose FP activity change, negative = inhibition, usual class: inhibitors; active means well fitted inhibition curve with a large enough effect in the polarisation, with a control signal flat, not every such curve was filed as active; inconclusive means small, poorly fitted or top-dose-only effect, or effect the other way, or a change in a side signal; inactive means no such curve, though single readings can be large or run the other way; the % refers to the polarisation; further: potency means the concentration at half of the fitted maximal effect; % of control where 0% means no effect; many of its hits are not listed in these tables
Coupling enz = qHTS Assay for Inhibitors of Fructose-1,6-bisphosphate Aldolase from Giardia Lamblia: Coupling assay counterscreen | 290,000 tested, 0.67% active | activity change, negative = inhibition, % at 58.2 µM, hits read low | coupling enzyme system counterscreen, AmpLite Red fluorescence; in the data active means activity change below about -30%; further: on the % scale 0 is the no-effect control and ±100 the full control effect
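Final compound at 57.5 uM, incubated 10 min at RT with coupling enzyme reagent (glyceraldehyde-3-phosphate), then 20 min with substrate and AmpLite Red detection. Fluorescence read at 525/598 nm; tests interference with the coupling assay, not aldolase inhibition.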
ASM inhibitor = Inhibitors of Secretory Acid Sphingomyelinase (S-ASM): qHTS | Sphingomyelin phosphodiesterase (Homo sapiens), P17405 | placental ASM, HMU-PC fluorogenic substrate, 60 min | Potency, µM (series often up to 57.5 µM), inactives show top-dose activity change, negative = inhibition, hits mostly inhibitors | 340,000 tested, 0.006% active | AID 504937, 2011; further: potency means the concentration at half of the fitted maximal effect
Target sequence (P17405 47-631 limits assumed): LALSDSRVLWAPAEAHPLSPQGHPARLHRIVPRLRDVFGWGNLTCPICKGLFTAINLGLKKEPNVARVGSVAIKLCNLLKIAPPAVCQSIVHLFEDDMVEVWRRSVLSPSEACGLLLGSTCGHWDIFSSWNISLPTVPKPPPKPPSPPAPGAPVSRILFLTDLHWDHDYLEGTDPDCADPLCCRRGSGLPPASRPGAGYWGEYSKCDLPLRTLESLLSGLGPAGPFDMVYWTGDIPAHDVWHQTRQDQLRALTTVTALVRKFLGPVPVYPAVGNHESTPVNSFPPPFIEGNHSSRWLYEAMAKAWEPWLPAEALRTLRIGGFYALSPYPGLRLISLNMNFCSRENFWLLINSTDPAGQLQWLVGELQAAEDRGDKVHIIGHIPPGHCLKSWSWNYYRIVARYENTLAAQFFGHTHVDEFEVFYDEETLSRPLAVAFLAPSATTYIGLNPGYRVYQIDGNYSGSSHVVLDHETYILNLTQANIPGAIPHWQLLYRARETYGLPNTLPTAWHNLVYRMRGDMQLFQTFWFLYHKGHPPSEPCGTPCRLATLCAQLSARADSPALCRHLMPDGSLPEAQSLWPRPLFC
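Human placenta-derived ASM preincubated with compound 10 min at room temperature, then reacted with 9 uM (final) fluorogenic HMU-PC substrate for 60 min at 37 C. Stop solution raises pH to 10; fluorescence read at Ex 386/Em 447 nm.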
GALK inh = qHTS Assay for Inhibitors of Human Galactokinase (GALK); P51570; Potency, µM (series often up to 57.5 µM), for inactives: at the top dose activity change, negative = inhibition, most hits filed as inhibitors; 270,000 tested, 0.007% active; Purified GALK, Kinase-Glo residual ATP luminescence; further: potency means the concentration at half of the fitted maximal effect; on the % scale 0 is the no-effect control and ±100 the full control effect
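Galactose (100 uM) and ATP (35 uM) were turned over by 5 nM GALK for 1 h at RT. Kinase-Glo Plus then converted the remaining ATP into a luminescent signal.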
PTAP TSG101 blk = qHTS Assay for Iinhibitors of HIV-1 Budding by Blocking the Interaction of PTAP/TSG101; Tumor susceptibility gene 101 protein (Homo sapiens), Q99816; Fluorescence polarization, FITC-PTAP peptide / Tsg101 binding; Potency, µM (highest dose often 115 µM), without a hit: at the top dose activity change, negative = inhibition, most hits filed as inhibitors; 340,000 tested, under 10 active; AID 493005, 2010; active means well fitted inhibition curve with a large enough effect in the main read-out, with a control signal flat, not every such curve was filed as active; inconclusive means small, poorly fitted or top-dose-only effect, or effect the other way, or a change in a side signal; inactive means no such curve, though single readings can be large or run the other way; further: potency means the concentration at half of the fitted maximal effect; % of control where 0% means no effect
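Compounds were pin-transferred onto Tsg101 binding domain (10 uM final) in HEPES pH 7.5 buffer, then FITC-PTAP peptide was added at 50 nM final. After 20 min at RT, polarization reported peptide displacement across a qHTS concentration series.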
Giardia killer = Small Molecules that selectively kill Giardia lamblia: qHTS. Giardia lamblia trophozoite viability. activity change, % at 7.66 µM, hits read low. 340,000 tested, 0.15% active. AID 540267, 2011; in the data active means activity change below about -80%; inconclusive means between about -30% and that limit;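 further: parasites exposed to compound for two days anaerobically before the ATP read; on the % scale 0 is the no-effect control and ±100 the full control effect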
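Giardia lamblia trophozoites (100 cells/well) were incubated with compounds for 48 h at 37 deg C under anaerobic conditions. Viability was read as ATP content by one-step luminescence after 15-30 min at room temperature.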
Integrin act MD = qHTS for Activators of Integrin-Mediated Alleviation for Muscular Dystrophy; alpha7betagal myoblasts, beta-gal FDG fluorescence, 48 h; Potency, µM (top dose mostly 38.3 µM), without a hit: top-dose activation, most hits filed as activators; 350,000 tested, 0.064% active;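 further: potency means the concentration at half of the fitted maximal effect; 100% = response of the positive control SU9516; nearly all actives have a fitted effect of over 60% in size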
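alpha7betagal+/- myoblasts (passage 13, 250/well) treated 48 h at 37C with compounds at 1:260 dilution of DMSO stock. Lysed, then beta-galactosidase activity read as FDG fluorescence (ex 480/em 540) after 30 min, with pre-read for autofluorescence.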
BCR signal inh = qHTS Assay to Find Inhibitors of Chronic Active B-Cell Receptor Signaling; ABC-DLBCL IkBa-CBG/CBR reporter, luminescence ratio, 4 h; 340,000 tested, 0.05% active; AID 493014, 2011; Potency, µM (doses to about 46.1 µM), inactives show at the highest dose ratio change, negative = lower green/red ratio, usual class: inhibitors; active means well fitted inhibition curve with a large enough effect in the signal ratio, with a control signal flat, not every such curve was filed as active; inconclusive means small, poorly fitted or top-dose-only effect, or effect the other way, or a change in a side signal; the % refers to the signal ratio;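 further: potency means the concentration at half of the fitted maximal effect; plate controls were basal doxycycline-induced cells for no effect and cells given 10 µM MG132 for full effect; MG132 reads +100%, hits lower the ratio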
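TMD8 ABC-DLBCL cells carrying doxycycline-inducible green luciferase fused to IkappaBalpha plus unfused red luciferase were exposed to compounds (up to 46 uM) for 4 hrs at 37C. Activity came from the overlap-corrected green/red luminescence ratio.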
Tb PFK block = qHTS Assay to Find Inhibitors of T. brucei phosphofructokinase | Potency, µM (series often up to 57.5 µM), inactives show at the highest dose activity, negative = inhibition, hits mostly inhibitors | AID 485367, 2010 | 330,000 tested, 0.17% active | T. brucei PFK, ADP-Glo luminescence;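 further: potency means the concentration at half of the fitted maximal effect; 0% = uninhibited 1x PFK enzyme wells and -100% = no-enzyme wells; nearly all actives have a fitted effect of over 60% in size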
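ADP-Glo luminescence quantified ADP after 45 min at room temperature, with 1.25 nM T. brucei PFK, 0.1 mM ATP and 0.5 mM fructose-6-phosphate in pH 8.0 TEA buffer. qHTS titrations up to 57 µM; curves classified by quality.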
PKM2 act = qHTS Assay for Activators of Human Muscle isoform 2 Pyruvate Kinase. purified PKM2, Kinase-Glo ATP luminescence, activation; response scale: 0% is enzyme alone, no compound. Potency, µM (series often up to 57.5 µM), for inactives: at the top dose activation, usual class: activators. 260,000 tested, 0.34% active; further: potency means the concentration at half of the fitted maximal effect; on the % scale 0 is the no-effect control and ±100 the full control effect; nearly all actives have a fitted effect of over 55% in size
Target sequence (P14618 whole entry, looked up, canonical isoform): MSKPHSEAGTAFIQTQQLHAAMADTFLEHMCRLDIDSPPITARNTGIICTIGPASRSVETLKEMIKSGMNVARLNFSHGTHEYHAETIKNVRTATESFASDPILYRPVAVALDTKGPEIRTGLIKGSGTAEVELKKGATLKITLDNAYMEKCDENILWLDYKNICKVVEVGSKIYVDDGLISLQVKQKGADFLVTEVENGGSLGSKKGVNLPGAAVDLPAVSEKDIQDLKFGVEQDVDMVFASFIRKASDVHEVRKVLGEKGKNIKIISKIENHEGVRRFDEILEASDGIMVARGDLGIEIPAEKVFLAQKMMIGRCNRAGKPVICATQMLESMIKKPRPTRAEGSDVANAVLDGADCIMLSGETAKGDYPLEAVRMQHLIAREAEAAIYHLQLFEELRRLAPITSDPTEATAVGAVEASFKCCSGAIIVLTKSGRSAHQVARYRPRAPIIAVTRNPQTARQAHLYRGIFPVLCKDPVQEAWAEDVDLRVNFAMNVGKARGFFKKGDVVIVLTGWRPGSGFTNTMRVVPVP
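ATP formation by purified human PK-M2, quantified via coupled luciferase luminescence after 1 h at room temperature with 0.1 mM ADP and 0.5 mM PEP final.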
B2AR arrestin = qHTS assay of beta-arrestin-biased ligands of beta2-adrenergic receptor; 330,000 tested, 0.02% active; Potency, µM (doses to about 46.1 µM), for the others: at the highest dose activation, hits mostly activators; beta-arrestin recruitment to beta2AR, cell-based reporter; Beta-2 adrenergic receptor (Homo sapiens), P07550; AID 492947, 2010;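 further: potency means the concentration at half of the fitted maximal effect; 0% = DMSO controls and full agonism = EC100 isoproterenol or metaproterenol; nearly all actives have a fitted effect of over 65% in size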
Starred values were filed as active, the others as inactive; i = inactive; ? = inconclusive; nt = no result given; [ ] = dose if it differs, or a comment. Unless noted, the call rests on the fitted dose curve; in most records, active means well fitted curve in the direction sought with a large enough effect; inconclusive means small, poorly fitted or top-dose-only effect, or another doubt; inactive means no such curve, though single readings can be large; an effect the other way counts as inactive or inconclusive.

Compound	BCR signal inh	PKM2 act	Tb PFK block	PTAP TSG101 blk	ASM inhibitor	Coupling enz	GALK inh	B2AR arrestin	Giardia killer	Menin MLL FP TR	Integrin act MD
C=CCNC(=S)/C(=C(\[O-])c1ccc(Cl)cc1)[n+]1ccccc1	10%	2%	0%	-2%	-1%	2	0%	0.6%	27	nt	16%
CCOc1ccccc1/C=C(/NC(=O)c1ccccc1)C(=O)NC(C)c1ccccc1 (stereo not drawn)	-11%	5%	-1%	2%	0%	5	-4%	0.6%	-1	-5%	12%
O=C(CSc1ncn[nH]1)N1CCN(S(=O)(=O)c2ccc(Cl)cc2)CC1	-2%	?	-3%	-9%	0%	0	0%	-0.1%	3	-9%	-9%
Cc1cc(C)c(OCCN2CCOCC2)c(Cl)c1	-1%	-2%	-5%	-3%	-6%	0	6%	-2.2%	11	-22%	24%
COc1cc(OC)cc(C(=O)NCCCN2CCN(CCCNC(=O)c3cc(OC)cc(OC)c3)CC2)c1	-1%	3%	5%	-3%	0%	0	0%	-0.8%	2	-15%	1%
COc1ccc(-c2cc(-c3ccc(O)cc3)nc(N)c2C#N)cc1OC	-1%	14%	4%	-5%	i	3	0%	0.2%	-2	1%	-5%
CCN(CC)P(=O)(Nc1ccc(SC(F)F)cc1)c1ccc(N(C)C)cc1NC(=O)c1ccco1 (stereo not drawn)	?	18%	3%	-6%	-29%	-11	-1%	-0.1%	-4	-4%	-3%
CCOc1cc(C2C3=C(CC(C)(C)CC3=O)Nc3n[nH]c(C)c32)ccc1O (stereo not drawn)	-1%	-2%	-3%	0%	2%	1	0%	0.0%	12	5%	-20%
CN(C)CC(C)(C)NS(=O)(=O)c1ccc(Cl)cc1	0%	1%	0%	-1%	-2%	2	1%	-3.7%	-9	-1%	?
CC(C)CNC(=O)c1ccccc1Oc1ccccc1	7%	2%	4%	-1%	5%	2	0%	0.0%	14	-8%	-4%
CCCCCCn1c(SCCCC)nc2c1c(=O)[nH]c(=O)n2C	1%	-1%	10%	1%	-6%	-2	-6%	0.1%	-6	?	-9%
Cc1nn2cnnc2c(C)c1Cc1ccc(Cl)cc1	?	nt	-6%	-5%	0%	2	1%	-0.7%	13	-9%	9%
C[C@]12CCC(O)CC1=CCC1C2CC[C@]2(C)/C(=N\NC(N)=S)CCC12 (stereo partly drawn)	-6%	nt	-2%	1%	3%	3	3%	-0.8%	5	42%[activator]	17%
CC(C)CC(=O)N1CCN(Cc2ccc(Cl)cc2)CC1	0%	0%	-1%	-3%	-1%	1	0%	0.2%	8	6%	1%
CCOC(=O)CCCc1ccc(/C(C)=N/NC(N)=S)cc1	?	-3%	-5%	-3%	-2%	-4	1%	?	-12	nt	-13%
Cc1ccc(S(=O)(=O)N2CCOCC2)cc1C(=O)Nc1ccc(N2CCCCCC2)cc1	?	nt	3%	0%	-3%	nt	nt	-1.0%	20	nt	-1%
COc1cc2c(c(OC)c1OC)-c1c(cc3c(c1O)OCO3)C[C@@H](C)[C@@H](C)C2	1%	-1%	-4%	1%	-6%	3	-2%	0.1%	-12	nt	-22%
COc1ccccc1CCc1nnc(CCC(=O)NC(C)Cc2cccs2)o1 (stereo not drawn)	0%	-3%	-6%	-3%	0%	1	4%	-0.5%	-6	-13%	-2%
Cc1cccc2c(CC(=O)O)noc12	0%	-10%	-3%	-1%	-1%	0	-2%	-0.5%	-1	5%	21%
O=C(COc1ccc(Cl)cc1)Nc1ccc(Cl)cn1	10%	3%	-11%	-3%	-1%	7	2%	-0.1%	-18	-6%	9%
Cc1cc(C)c(NC(=O)c2ccc(CN3CCc4ccccc4C3)cc2)c(C)c1	7%	-5%	-20%	0%	3%	0	-3%	-0.7%	-12	-8%	-28%
Cc1cnc(C(=O)OCC(=O)Nc2ccc(C)c(S(=O)(=O)N(C)C)c2)cn1	?	-1%	7%	0%	9%	2	-1%	-0.1%	20	nt	-3%
O=C(c1ccc(-c2ccc([N+](=O)[O-])cc2)o1)N1CCN(S(=O)(=O)c2cccs2)CC1	0%	nt	-5%	0%	-6%	nt	nt	-0.2%	-2	nt	-25%
CCN(CC)C(=S)NC(=O)C12CC3CC(CC(C3)C1)C2	2%	-3%	3%	-1%	-1%	-1	-1%	-0.1%	10	2%	-19%
CCN(c1ccc(NC(=O)COC(=O)c2ccc(C)s2)cc1)C(C)C	5%	-1%	0%	0%	3%	-4	5%	0.4%	7	-6%	-43%
O=c1ccc(-c2ccc(S(=O)(=O)Nc3cccc([N+](=O)[O-])c3)s2)n[nH]1	?	nt	4%	1%	-2%	nt	-9%	-1.5%	-1	nt	30%
Cc1cc(SCC(=O)N/N=C/c2ccc(O)c(O)c2)nc2ccccc12	?	5%	1%	-7%	-3%	0	3%	0.5%	-10	22%	-18%
CCCCN(C(=O)c1cccc(-n2cccc2)c1)c1c(N)n(CCCC)c(=O)[nH]c1=O	4%	nt	?	-3%	35%	nt	nt	-1.0%	37[activator]	nt	6%
Cc1cccc(OCC(=O)NC(=S)Nc2ccc(S(=O)(=O)NC3CCCCC3)cc2)c1	1%	2%	2%	0%	?	-1	0%	0.0%	6	-9%	23%
CCOc1ccc(N2C(=O)CN(c3cccc4ccccc34)C2=S)cc1	?	-1%	3%	-1%	0%	0	1%	-0.6%	4	?	6%
COc1ccc(NC(=O)N(C)C[C@H]2Oc3ccc(NC(=O)Cc4ccccc4)cc3CC(=O)N([C@H](C)CO)C[C@H]2C)cc1	3%	nt	4%	nt	-3%	nt	nt	0.4%	-4	nt	-40%
CNC(=O)c1cc(C(=O)c2ccc(C(F)(F)F)cc2F)c[nH]1	-7%	0%	-2%	-1%	0%	-1	3%	0.0%	0	-1%	0%
Cc1[nH]c(N=Nc2ccccc2)nc1N=Nc1ccccc1	14%	5%	2%	-3%	-16%	-7	-1%	-0.1%	-13	nt	9%
Cc1ccc(CSCc2ccc(C(=O)NCCC(C)C)o2)cc1	-2%	nt	1%	-4%	-1%	0	nt	0.4%	7	?	14%
COc1ccc(OC)c(S(=O)(=O)N(C)CC(=O)Nc2ccc3c(c2)OCO3)c1	-7%	-3%	16%	1%	-2%	-1	0%	-0.2%	21	0%	4%
O=C(O)CNc1ccccc1C(=O)O	-19%	-1%	0%	-2%	34%[activator]	-3	3%	-0.1%	25	nt	43%
CC(C)Sc1nc2ncnc(N)c2[nH]1	-1%	-2%	0%	1%	0%	1	1%	0.4%	5	-3%	10%
CCOc1ccccc1NC(=S)N1CCN(c2cccc(OC)c2)CC1	-4%	-5%[11.5 µM]	0%	-2%	0%	2	6%	-0.5%	-5	-6%	-21%
CCC(C)OC(=O)n1ccc(C(=O)Nc2nccs2)n1 (stereo not drawn)	?	0%	0%	-3%	-3%	-1	-2%	-0.8%	17	-19%	-2%
C/C(=N\NC(=O)C(N)=O)c1ccc(NC(=O)c2cccs2)cc1	?	-5%	1%	-5%	-1%	0	0%	-0.1%	9	-4%	1%
COc1ccc(NC(=O)C(NC(=O)c2ccc(=O)[nH]c2)c2ccc(C)cc2)cc1 (stereo not drawn)	-1%	-2%	0%	-3%	4%	2	1%	-0.6%	-2	1%	13%
CC1(C)CC(=O)C2=C(C1)OC1=C(C(=O)CC(C)(C)C1)C2c1cc([N+](=O)[O-])cc([N+](=O)[O-])c1O	-2%	-10%	-7%	-12%	10%	-36*	4%	0.1%	-8	?	3%
Cc1ccc(-c2oc3ncnc(N)c3c2-c2ccc(C)cc2)cc1	?	3%	-2%	-4%	19%	0	-1%	-0.2%	26	44%[activator]	2%
O=C(N/N=C/c1cccc(O)c1)N/N=C/c1cccc(O)c1	?	nt	0%	-2%	-2%	0	-1%	0.3%	8	22%	8%
O=C(CNC(=O)c1ccc(Cl)cc1Cl)NCC(=O)Nc1ccccc1N1CCOCC1	-1%	2%	-1%	-4%	-6%	0	0%	-0.3%	-3	2%	8%

Only part of the results is shown; count on the stated rates, not on these rows.
